CHOP UPR activ = activators of apoptotic CHOP UPR arm, primary screen, cell-based, CHO-CHOP luciferase reporter, luminescence, uHTS | UPR activation; percent of tunicamycin response over DMSO baseline | activation, % at 10 µM | actives 0.34% (n = 330,000) | AID 449763, 2010;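 active means at 10 µM dose, activation of 40% or more, normalized to positive control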;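 further: 100% = tunicamycin at 10 µg/mL and 0% = DMSO alone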
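Material: CHO-CHOP cells, stable luciferase reporter of PERK-eIF2a-CHOP signalling; quantity: 500 reporter cells seeded per well; buffer or medium: F12 medium containing 10% fetal bovine serum; compound: one dose, 10 µM in 0.5% DMSO; incubation: 6 h compound treatment, 37 °C; measured by: Steady-Glo luciferase luminescence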
XBP1 UPR activ = activators of adaptive XBP1 UPR arm, primary screen, cell-based, CHO-XBP1 luciferase reporter, luminescence, uHTS; AID 463104, 2010; actives 0.33% (n = 330,000); activation, % at 20 µM; IRE1-XBP1 UPR activation; percent of tunicamycin response, DMSO as zero;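 active means versus positive control, 20 µM dose yields 30% or more activation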;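 further: 100% = tunicamycin at 10 µg/mL and 0% = DMSO only wells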
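Assay system: CHO-XBP1 luciferase reporter cells; Schedule: 6 h treatment, 37 °C; Detection: glow luminescence from Steady-Glo reagent; Benchmarks: high control tunicamycin 10 µg/mL final, low control DMSO vehicle only.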
APJ ag = agonists of human apelin receptor APJ, primary screen, CHO-K1 cells, PathHunter beta-arrestin, luminescence; 0% DMSO wells, 100% apelin; P35414; actives 0.11% (n = 330,000); activation, % at 20 µM; AID 2520, 2010;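 active means activation more than six SD over the plate average, tested at 20 µM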;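 further: 0% = DMSO alone and 100% = apelin-13 at 10 nM; some results filed as inactive read as strong as hits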
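Test system – PathHunter CHO-K1 APJ (AGTRL-1) beta-arrestin reporter cells · Input – 1000 cells/well · Compound – single test compound dose, 20 µM final, 1% DMSO · Times – compound stimulation 90 min at 25 °C, detection 60 min · Technique – beta-gal luminescence · Read-out basis – APJ–arrestin association signal · Control set – negative DMSO alone, positive Apelin-13 at 10 nM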
tim23-1 inh = growth inhibitors of tim23-1 mutant yeast, primary screen, luminescence, uHTS | S. cerevisiae tim23-1 growth, BacTiter-Glo luminescence, 24 h | inhibition, % at 20 µM | actives 1.3% (n = 330,000) | AID 463212, 2010;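 active means growth inhibition of the mutant yeast at or above 50%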;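 further: temperature-sensitive mutant grown at 25 °C; plate controls were DMSO-treated mutant yeast for no effect and medium wells lacking yeast for full effect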
Mdm2-MdmX inh = inhibitors of human Mdm2-MdmX association, primary screen, cell-based, luminescence, split luciferase, SaOS-2, uHTS; Protein Mdm4 (Homo sapiens) + E3 ubiquitin-protein ligase Mdm2 (Homo sapiens), …; SaOS-2 split-luciferase Mdm2/MdmX complementation; inhibition, % at 8 µM; actives 3% (n = 330,000); AID 485346, 2010;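 active means inhibition of at least 50% at 8 µM in the primary screen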
Target sequence (O15151 whole entry, looked up): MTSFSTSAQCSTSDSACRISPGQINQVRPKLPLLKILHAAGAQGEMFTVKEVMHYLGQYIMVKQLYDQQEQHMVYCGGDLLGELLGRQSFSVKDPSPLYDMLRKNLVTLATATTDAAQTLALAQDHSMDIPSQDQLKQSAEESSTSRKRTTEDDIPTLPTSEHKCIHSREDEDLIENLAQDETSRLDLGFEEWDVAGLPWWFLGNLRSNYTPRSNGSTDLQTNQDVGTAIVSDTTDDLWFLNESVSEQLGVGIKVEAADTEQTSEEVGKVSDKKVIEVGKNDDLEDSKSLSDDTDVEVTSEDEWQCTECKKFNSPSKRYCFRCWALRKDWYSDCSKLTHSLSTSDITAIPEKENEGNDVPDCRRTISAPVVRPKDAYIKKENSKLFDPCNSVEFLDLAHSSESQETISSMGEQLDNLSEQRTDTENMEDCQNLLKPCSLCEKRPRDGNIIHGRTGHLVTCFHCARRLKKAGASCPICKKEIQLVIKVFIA
Target sequence (Q00987 whole entry, looked up): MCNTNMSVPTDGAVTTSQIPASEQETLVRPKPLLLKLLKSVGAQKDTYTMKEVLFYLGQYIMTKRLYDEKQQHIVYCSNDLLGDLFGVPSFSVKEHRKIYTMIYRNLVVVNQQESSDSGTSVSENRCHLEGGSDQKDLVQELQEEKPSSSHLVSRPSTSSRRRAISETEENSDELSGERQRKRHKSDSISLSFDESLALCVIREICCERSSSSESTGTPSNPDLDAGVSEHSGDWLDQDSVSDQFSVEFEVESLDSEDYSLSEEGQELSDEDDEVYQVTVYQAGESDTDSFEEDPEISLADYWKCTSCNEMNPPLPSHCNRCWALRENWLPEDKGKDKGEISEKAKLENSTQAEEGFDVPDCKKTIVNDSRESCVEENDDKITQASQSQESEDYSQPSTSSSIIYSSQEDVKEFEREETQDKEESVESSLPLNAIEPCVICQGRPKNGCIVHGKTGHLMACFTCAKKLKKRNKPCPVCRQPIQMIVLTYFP
Jurkat NFkB inh = inhibitors of induced NF-kB luciferase reporter, primary screen, TCR NF-kB activation inhibitor project, cell-based, luminescence, uHTS; Jurkat, PMA/ionomycin-induced NF-kB luciferase reporter; inhibition, % at 4 µM; actives 0.53% (n = 330,000); AID 435003, 2010; in the data active means inhibition above about 50%
APJ antag = antagonists of human apelin receptor APJ, primary screen, CHO-K1 cells, beta-arrestin complementation, luminescence. P35414. inhibition, % at 20 µM. actives 0.32% (n = 330,000);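 active means inhibition above about 40% at 20 µM, limit read from the data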;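 further: cells challenged with 10 nM apelin-13 agonist together with compound; plate controls were apelin-13 plus DMSO wells for no effect and DMSO wells lacking apelin-13 for full effect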
697 NFkB inh = inhibitors of PMA/ionomycin-induced NF-kB reporter, 697 cells, primary screen, B-cell NF-kB inhibitor project, cell-based, luminescence, uHTS; 697 B-cell NF-kB luciferase reporter, 16 h; inhibition, % at 4 µM; actives 0.33% (n = 330,000); AID 435022, 2010; in the data active means inhibition above about 35%
An asterisk follows results filed as active.

SMILES | CHOP UPR activ | XBP1 UPR activ | APJ ag | tim23-1 inh | Mdm2-MdmX inh | Jurkat NFkB inh | APJ antag | 697 NFkB inh
CCOC(=O)c1ccc(NS(=O)(=O)c2c(C)n[nH]c2C)cc1 | -1.5 | -3 | -5 | -7 | -17 | 18 | 0 | 13
CC(=O)Nc1cccc(C2=CC(c3ccco3)n3ncnc3N2)c1 (configuration not stated) | -0.5 | 0 | -4 | -2 | 14 | -3 | 7 | 15
[N-]=C=C1C(=S)NC(=O)[C@H]([n+]2ccccc2)[C@H]1c1ccc(Cl)cc1 | 1.9 | -3 | -3 | -18 | 10 | 12 | 19 | 3
O=C(CCN1C(=O)COc2ccccc21)NCCCN1CCN(c2ccccc2F)CC1 | -2.4 | -3 | 0 | -29 | 11 | -8 | 5 | 5
COc1ccc(-c2[nH]ncc2CNC(C)c2ccccc2Cl)cc1F (configuration not stated) | -1.5 | 0 | -2 | 20 | -25 | -4 | 7 | -20
CCOC(=O)C1=C(C)NC(C)=C(C(=O)OCC)C1C(=O)OCC(=O)N1c2ccccc2CC1C (configuration not stated) | 1.8 | -2 | -2 | 17 | 24 | -5 | 17 | 13
COc1ccc(Cc2nnc(NC(=O)c3ccccc3)s2)cc1OC | -0.7 | -6 | -4 | 4 | 18 | -1 | -14 | 2
COc1ccc(-c2cc(=O)c3c(O)cc(O)cc3o2)cc1 | 1.8 | -6 | -3 | 1 | -64 | -110 | 11 | -211
O=S(=O)(Cc1ccccc1)NCC1CCCN(Cc2cccc3nonc23)C1 (configuration not stated) | -1.0 | 3 | -2 | -3 | 24 | -5 | -25 | 9
Cc1cccc(Oc2nc(-c3ccccc3)cc(C)c2S(C)(=O)=O)c1C | -1.4 | -5 | -8 | 20 | 16 | -5 | -2 | 13
O=S(=O)(NCC(c1ccc2c(c1)OCO2)N1CCOCC1)c1ccc(Cl)cc1 (configuration not stated) | 1.8 | -1 | -1 | 22 | 6 | 4 | 10 | 9
CNC(=O)NC(=O)CSc1nc(-c2cccs2)c(C#N)c(=O)[nH]1 | 1.5 | 1 | -1 | 17 | 9 | 10 | -27 | -4
Cn1c(SCc2cc(=O)n3cc(Br)ccc3n2)nnc1C1COc2ccccc2O1 (configuration not stated) | 1.8 | 2 | -1 | 19 | 1 | -1 | -1 | 9
Clc1ccc(Nc2nc(-c3cccnc3)cs2)cc1 | 6.7 | 6 | 0 | 20 | -103 | -89 | 1 | -90
COc1ccc(C(CNC(=O)c2ccc3c(c2)OCCO3)N(C)C)cc1 (configuration not stated) | 2.9 | 0 | 0 | -1 | -3 | -13 | 3 | -4
CC(Oc1ccc(Br)cc1)C(=O)NCC(c1ccco1)N1CCCCC1 (configuration not stated) | 0.4 | 1 | 1 | 5 | -1 | 15 | 4 | -5
CCCNC(=O)c1ccc(COc2ccc(CCC)cc2OC)o1 | -0.1 | -5 | 0 | 15 | 10 | 2 | -6 | -92
NC(=O)c1cc2ccccc2o/c1=N\NC(=O)c1ccc(F)cc1 | 2.8 | -2 | 5 | 27 | -14 | -8 | -5 | 12
COc1ccc(Br)cc1/C=C(\C(=O)O)c1ccc(S(=O)(=O)N2CCCC2)s1 | -0.8 | -1 | -5 | 1 | 12 | 16 | 8 | 7
CCOc1ccc(CCNC(=O)C(CCC(N)=O)NC(=O)OCc2ccccc2)cc1OCC (configuration not stated) | 8.4 | 1 | 2 | -1 | -16 | 4 | 6 | 24
N#CCCn1c(O)c(N=NC(=O)CNC(=O)c2cccs2)c2ccccc21 | -1.9 | 0 | 6 | 7 | -39 | -4 | 10 | -2
COc1ccc(CN(C)C(=S)Nc2ccc(Cl)cc2Cl)cc1 | -1.2 | 1 | 0 | 47 | 2 | -25 | -5 | 2
CC(=O)NCc1cn2c(C)csc2n1 | 1.5 | 0 | 3 | -11 | 18 | 12 | 4 | 17
COc1cccc(-c2nc(CS(=O)CC(=O)NCCCOC(C)C)c(C)o2)c1 (configuration not stated) | -2.3 | 1 | -4 | 17 | 0 | 8 | 12 | -4
Cc1c(NS(=O)(=O)c2cccc(C(=O)N3CCC(C)CC3)c2)c(=O)n(-c2ccccc2)n1C | 0.3 | -4 | -4 | 11 | 7 | -11 | -1 | -14

Going on with the list:
SMILES | CHOP UPR activ | XBP1 UPR activ | APJ ag | tim23-1 inh | Mdm2-MdmX inh | Jurkat NFkB inh | APJ antag | 697 NFkB inh
Cc1ccc(SCC(=O)N2c3ccccc3Sc3ccccc32)cc1 | -1.5 | -1 | -5 | 17 | 23 | 13 | 5 | 23
O=C(OCc1nnc(-c2ccc([N+](=O)[O-])cc2)o1)C1CC(=O)N(CCc2ccccc2)C1 (configuration not stated) | -0.8 | 0 | -1 | 11 | 20 | 5 | -16 | 9
COc1ccc(-c2cc(=O)oc3cc(OC(C)C(=O)O)ccc23)cc1 (configuration not stated) | -2.1 | -1 | -1 | 7 | 13 | 8 | 22 | 12
CC(=O)Nc1ccc(NC(=O)COc2cc(O)c3c(c2)OC(C)(C)CC3=O)cc1 | 1.4 | 1 | -1 | 12 | 21 | -10 | -26 | 17
Cc1ccc(NC(=O)NCc2c(C)nn(C)c2C)cc1Cl | 1.8 | 2 | -2 | 2 | -35 | -54 | 23 | -79
COc1cccc2c(=O)c3cccc(N)c3[nH]c12 | 0.1 | -2 | 6 | 27 | 17 | -13 | -19 | -4
COc1ccc(C(O)P(=O)(O)CCc2ccccc2)cc1 (configuration not stated) | 0.2 | -5 | -3 | 0 | -13 | 6 | 1 | 18
Cc1cc(C(=O)NP(=O)(N2CCOCC2)N2CCOCC2)c(C)n1-c1ccc(Br)cc1 | -0.1 | 5 | -1 | 8 | 11 | 9 | -13 | 6
Cc1cc(C)n(-c2c(F)c(F)c(CN3CCOCC3)c(F)c2F)n1 | 0.0 | 1 | -1 | 5 | 8 | -15 | 12 | -30
COc1ccc(-n2nc(C(=O)N(C)C3CCCCC3)c3ccccc3c2=O)c(OC)c1 | -2.8 | -3 | -12 | 22 | 10 | -7 | -9 | 9
O=C(NNC(=O)c1ccccc1[N+](=O)[O-])Nc1ccccc1C(F)(F)F | 1.1 | 1 | 0 | 3 | -6 | 1 | 20 | -5
Cc1ccc(S(=O)(=O)N2CCN(C(=O)COC(=O)c3ccc(Cl)nc3)CC2)c(C)c1 | -1.7 | 1 | -1 | -6 | 18 | 2 | -4 | 17
O=C(CSc1nc2ccccc2o1)Nc1ccc(Cl)cc1 | 0.6 | 1 | -3 | 19 | -10 | -17 | 4 | 4
S=C1NC(c2ccccc2)=NCN1c1ccc(Br)cc1 | 1.2 | -4 | -6 | 23 | 15 | -20 | 3 | -17
COc1ccc(/C=C(\C)C(=O)c2c(C)cc(C)[nH]c2=O)cc1 | -0.1 | -1 | 0 | -5 | 10 | -18 | 2 | 2
O=C(Nc1ccc2c(c1)OCCO2)c1cccc(Br)c1 | 4.3 | -3 | -2 | 56* | -175 | -174 | 7 | -55
CC1(c2ccc3c(c2)OCO3)NC(=O)N(CC(=O)Nc2ccccc2[N+](=O)[O-])C1=O (configuration not stated) | 0.5 | 0 | 9 | -11 | 21 | 4 | -7 | 18
COc1ccc(-n2c(-c3ccc(Cl)cc3Cl)n[nH]c2=S)c(OC)c1 | 1.2 | -3 | -1 | 20 | -7 | -14 | -28 | -22
O=C(O)C1C2CCC(C2)C1C(=O)NCCc1cccc(Cl)c1 (configuration not stated) | 0.4 | -5 | -1 | 0 | 24 | 0 | 18 | 13
COc1ccc(-n2c(=O)[nH]cc(C(=O)Nc3ccc4c(c3)OCCO4)c2=O)cc1OC | 0.1 | -3 | 9 | 4 | -2 | 2 | 0 | -9
COc1c([N+](=O)[O-])c(=O)oc2ccccc12 | 0.8 | -4 | -2 | 5 | 14 | -7 | 19 | 21
COc1ccc2c(-c3ccccc3)cc(=S)[nH]c2c1 | 2.4 | 0 | -2 | 40 | -8 | -13 | 0 | -15
Nc1nncn1C(=O)c1ccccc1Cl | 0.3 | -2 | 4 | 15 | 6 | 8 | -39 | -9
C=C(C)CSc1nc2nc(C)cc(C)n2n1 | 1.9 | 4 | 2 | -1 | 10 | -27 | -21 | -6
CC1CN(CCOCCSc2ccccc2)CC(C)O1 (configuration not stated) | -2.2 | -3 | -6 | -15 | 26 | 1 | 8 | -12

The results go on.
SMILES | CHOP UPR activ | XBP1 UPR activ | APJ ag | tim23-1 inh | Mdm2-MdmX inh | Jurkat NFkB inh | APJ antag | 697 NFkB inh
O=C(c1ccc(CN2CCOCC2)cc1)N1CCN(Cc2ccccc2)CC1 | 0.9 | -2 | 9 | 13 | -6 | 8 | -11 | -29
C#CCNc1cc(-c2ccccc2)nc2ncnn12 | -0.4 | 14 | -2 | 10 | -7 | 4 | 9 | 9
C/C(=N\NC(=O)COc1ccc([N+](=O)[O-])cc1)c1ccco1 | 0.5 | -1 | -1 | -8 | -5 | 0 | 12 | 4
CCOC(=O)c1c(NC(=O)CN2CCN(c3ccc(Cl)cc3)CC2)sc(C)c1C | -0.9 | -3 | -2 | 12 | -3 | 2 | 6 | 4
CCC(=O)c1ccc(OCC(=O)OCC(=O)N(CCC#N)c2ccc3c(c2)OCCO3)cc1 | 0.9 | -2 | 12 | 16 | -15 | 4 | -3 | 3
CN(C(=O)c1ccccc1Cl)c1ccccc1C(=O)NCc1ccccc1 | -1.9 | -2 | -4 | 7 | 15 | 16 | 13 | 19
N#Cc1c(-c2cccc(Br)c2)cc(-c2cccnc2)nc1N | 1.6 | 4 | 2 | 12 | 15 | 36 | -8 | -48
COc1ccc(/C=C/c2noc(-c3ccccc3OC(C)=O)n2)cc1 | -1.5 | -7 | -4 | 18 | -62 | -28 | 4 | -63
CCN(C(=O)c1cc(Cl)ccc1Cl)C1CCS(=O)(=O)C1 (configuration not stated) | -1.1 | -1 | 0 | 2 | 17 | -4 | -4 | 7
CSc1ccc(CN2CCC(C(=O)NCc3ccc(C)cc3)CC2)cc1 | -1.4 | 0 | -2 | -1 | 26 | 13 | -27 | 23

High-throughput results: PubChem, Sanford-Burnham Center for Chemical Genomics
